# Screening results from PubChem.
# LYP inhibition – inhibitors of LYP phosphatase, biochemical, fluorescence intensity, uHTS (AID 1779) | 0.054% of 290,000 active | inhibition, % at 11.5 µM; hits with a dose series show IC50 in µM | recombinant LYP phosphatase, fluorescence intensity; higher % means a stronger effect;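 further: plate controls were vehicle with enzyme for no effect and no enzyme for full effect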
# P. falciparum M1AAP – malaria alanyl aminopeptidase activity blockers – biochemical, fluorogenic H-Leu-NHMec substrate, 1536-well (AID 1445). recombinant M1AAP, H-Leu-NHMec fluorogenic kinetic assay; higher % means a stronger effect. inhibition, % at 30 µM, or IC50 in µM where a hit was titrated. 0.42% of 220,000 active;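 active means primary inhibition above the hit cutoff, then over 50% inhibition at one or more dose response concentrations, cut at about 23% in these data, passing the limit was not always enough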;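 further: plate controls were DMSO full reaction for no effect and no enzyme background for full effect; strong numbers were not always called active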
# P. falciparum M17LAP – P. falciparum M17LAP inhibitors, primary screen, biochemical, fluorogenic H-Leu-NHMec substrate, 1536-well (AID 1619); 0.38% of 220,000 active; recombinant M17LAP, H-Leu-NHMec fluorogenic kinetic assay; higher % means a stronger effect; inhibition, % at 30 µM, or IC50 in µM where a hit was titrated;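 active means compound inhibiting the enzyme by more than half at any dose during confirmatory dose-response retesting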;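 further: plate controls were full reaction with DMSO carrier for no effect and no enzyme background for full effect; strong numbers were not always called active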
# HEK293 NOD2/NF-kB – NOD2 signaling inhibitors, cell-based, luminescence, uHTS, HEK293 (AID 1566) | HEK293 NOD2/NF-kB luciferase reporter, luminescence; higher % means a stronger effect | inhibition, % at 4 µM, or EC50 in µM where a hit was titrated | 0.63% of 290,000 active; further: many of its hits are not listed in these tables
# AID2073 – disruptors of CaV2.2 binding to Mint1 – biochemical, HTRF (AID 2073); HTRF protein-protein interaction, Mint1-CaV2.2; higher % means a stronger effect; 0.19% of 290,000 active; inhibition, % at 20 µM, or IC50 in µM where a hit was titrated; in the data active means inhibition mostly above about 51%, no sharp cut-off; further: some results filed as inactive read as strong as hits
# ER stress rescue – protection against thapsigargin-triggered cell killing – 384-well, CSM14.1, ATP luminescence, primary screen (AID 1222) | one-dose cellular ATP content (survival), % at 20 µM; EC50 in µM for titrated hits | 190,000 tested, under 10 active | CSM14.1 thapsigargin-induced death rescue, ATP luminescence; higher % means a stronger effect;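 active means EC50 below 50 µM in the dose-response confirmation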;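 further: death triggered by thapsigargin at about 15 µM added after 2 h compound pretreatment; cell ATP read after overnight thapsigargin exposure of roughly 18 to 22 hours; normalized against plate controls of thapsigargin alone and 5% DMSO vehicle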
# Hep lipid drop – hepatic lipid droplet formation modulation; 0.4% of 240,000 active; AML12 mouse hepatocytes, oleate lipid droplets, BODIPY imaging; AID 1656; inhibition, % at 6.5 µM;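 active means lipid droplet intensity inhibited by at least 50%, with more than 500 cells counted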
#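 Material – mouse AML12 hepatocyte cell line, fixed after treatment · Compound dosing – one dose, 6.5 µM compound · Times – compound with oleate, overnight · Measured by – Image-based BODIPY and DAPI two-channel analysis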
# XIAP antagonists – XIAP antagonists, biochemical, IAP family, fluorescence polarization (AID 1018); 0.007% of 200,000 active; displacement, % at 20 µM; hits with a dose series show IC50 in µM; XIAP BIR domain, fluorescence polarization peptide displacement; higher % means a stronger effect; in the data active means displacement above about 50%; further: a part of the inactive calls stands beside numbers as strong as those of hits
# SIAH1 antagonists – blockers of Siah-1 interaction with plectin peptide – biochemical, fluorescence polarization, rhodamine-plectin, uHTS, primary screen (AID 1817); Siah-1 / rhodamine-plectin peptide fluorescence polarization; higher % means a stronger effect; one-dose displacement, % at 20 µM; IC50 in µM for titrated hits; 0.02% of 290,000 active;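 active means displacement of at least 50% at 20 µM, with a fluorescence ratio check between 0.3 and a set limit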;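 further: plate controls were Siah plus tracer with DMSO for no effect and tracer alone without Siah for full effect; strong numbers were not always called active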
# Hep lipid drop cells 6.5 µM – also measured in Hep lipid drop; calls as there; cell count; measured here: cell count, cytotoxicity flag;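 cells counted across two imaged fields per well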
# An asterisk follows results filed as active; · = no result given. Unless noted, no stated cut-off is given here; in the data, active means inhibition above about 50%; inactive means the rest.
smiles	Hep lipid drop cells 6.5 µM	SIAH1 antagonists	XIAP antagonists	HEK293 NOD2/NF-kB	P. falciparum M17LAP	AID2073	P. falciparum M1AAP	Hep lipid drop	ER stress rescue	LYP inhibition
CC(=O)c1ccc(OCCCC(=O)Nc2cc(Cl)ccc2-n2cncn2)cc1	748	-2%	·	10%	·	10%	·	-14	·	-7%
NNC(=O)c1sc(-c2ccccc2)cc1N	654	-6%	-4.7%	7%	10%	7%	3%	14	-1.9%	0%
COc1ccc(CN(C)S(=O)(=O)c2nnc(NC(=O)c3cccc(F)c3)s2)cc1	751	3%	·	13µM*	·	6%	·	20	·	4%
Cc1ccc(C(=O)N/C(=C/c2ccc(-c3cccc([N+](=O)[O-])c3)o2)C(=O)NC(C)(C)C)cc1	582	-1%	-4.2%	11%	9%	12%	-6%	4	3.2%	5%
CC(=O)N1CCN(CC(=O)Nc2c(Cl)cc(Cl)cc2Cl)CC1	741	3%	-2.5%	-5%	11%	1%	3%	11	-2.6%	-6%
CSCC[C@H](NC(=O)Nc1ccc(OC(F)(F)F)cc1)C(=O)O	764	0%	·	2%	2%	-1%	7%	4	·	-4%
Cc1cccn2cc(CCNC(=O)Cc3cccs3)nc12	765	15%	·	13%	-3%	4%	4%	-12	·	-6%
CC1CCCC(C)N1NC(=O)c1cccc(S(=O)(=O)N2CCc3ccccc32)c1 (stereo not drawn)	586	7%	-6.2%	-17%	-2%	12%	1%	-15	0.6%	-5%
Cc1cc(C)c2cc(C#N)c(SCC(=O)NCC3CCCO3)nc2c1 (stereo not drawn)	736	2%	-3.6%	6%	-5%	13%	-2%	2	-1.9%	-2%
CC(=O)c1ccc(N2CCN(C(=O)c3cccs3)C(C)C2)c(F)c1 (stereo not drawn)	840	-3%	·	-9%	·	10%	·	11	·	-8%

smiles	Hep lipid drop cells 6.5 µM	SIAH1 antagonists	XIAP antagonists	HEK293 NOD2/NF-kB	P. falciparum M17LAP	AID2073	P. falciparum M1AAP	Hep lipid drop	ER stress rescue	LYP inhibition
Cc1ccc(S(=O)(=O)NC(C)C(=O)NC2CC2)cc1 (stereo not drawn)	715	4%	·	8%	·	-9%	·	17	·	-4%
COc1cc(/C=N/NC(=O)c2nonc2C)ccc1O	695	4%	-4.8%	8%	12%	-3%	9%	29	0.5%	-2%
CCc1cc2c3c([nH]c2cc1S(=O)(=O)N1CCC2(CC1)OCCO2)CCCC3=O	740	-1%	·	-11%	·	18%	·	-2	·	-7%
CC(C)C(=O)Nc1ccc2nn(-c3ccc(F)cc3)nc2c1	831	3%	·	-131%	·	10%	·	5	·	-10%
Oc1cccc(C=NCc2ccccc2)c1O	805	5%	2.4%	6%	7%	7%	8%	9	1.3%	6%
Cc1cc(C)cc(NC(=O)c2cc(Cl)sc2Cl)c1	682	1%	-6.6%	16%	-6%	50%	-1%	-1	0.6%	-7%
CC(C)(CO)NC(=O)CC1C(=O)NCCN1CC(c1ccccc1)c1ccccc1 (stereo not drawn)	711	4%	-1.1%	4%	4%	-12%	14%	0	-0.3%	-5%
Cc1cc(C(=O)NC(=S)Nc2cccc(NC(=O)C(C)C)c2)ccc1[N+](=O)[O-]	664	1%	-8.1%	-25%	3%	-10%	7%	-7	-0.9%	-1%
COC(=O)c1c(N)sc2c1CC(C)(C)OC2	699	6%	-2.4%	-1%	1%	-18%	-2%	24	·	-2%
COc1ccc(N2CCN(S(=O)(=O)c3c(C)n(C)c(=O)n(C)c3=O)CC2)cc1	717	10%	·	4%	·	11%	·	12	·	-4%

# Ordered by SMILES length (rising): some entries from above.
smiles	Hep lipid drop cells 6.5 µM	SIAH1 antagonists	XIAP antagonists	HEK293 NOD2/NF-kB	P. falciparum M17LAP	AID2073	P. falciparum M1AAP	Hep lipid drop	ER stress rescue	LYP inhibition
COC(=O)c1c(N)sc2c1CC(C)(C)OC2	699	6%	-2.4%	-1%	1%	-18%	-2%	24	·	-2%
CC(C)C(=O)Nc1ccc2nn(-c3ccc(F)cc3)nc2c1	831	3%	·	-131%	·	10%	·	5	·	-10%
CCc1cc2c3c([nH]c2cc1S(=O)(=O)N1CCC2(CC1)OCCO2)CCCC3=O	740	-1%	·	-11%	·	18%	·	-2	·	-7%
Cc1cc(C(=O)NC(=S)Nc2cccc(NC(=O)C(C)C)c2)ccc1[N+](=O)[O-]	664	1%	-8.1%	-25%	3%	-10%	7%	-7	-0.9%	-1%

# (next part)
smiles	Hep lipid drop cells 6.5 µM	SIAH1 antagonists	XIAP antagonists	HEK293 NOD2/NF-kB	P. falciparum M17LAP	AID2073	P. falciparum M1AAP	Hep lipid drop	ER stress rescue	LYP inhibition
Cc1noc(C)c1C(=O)Nc1ccc(S(=O)(=O)N2CCCCC2)cc1	858	3%	·	7%	·	11%	·	20	·	-9%
c1ccc(Nc2nc3ccccc3n3cnnc23)cc1	701	-5%	-0.1%	10%	-5%	12%	0%	22	3.1%	-4%
COc1ccc(Br)cc1C1CC(=O)N2CN(Cc3ccccc3)CSC2=C1C#N (stereo not drawn)	·	1%	-20%	3%	-60%	93%*	3%	·	-1.9%	-5%
O=C(Nc1ccc(C(=O)OC[C@@H]2CCCN3CCCC[C@H]23)cc1)c1cccc(Br)c1	658	0%	-6.2%	2%	-7%	3%	6%	-13	-2.8%	-7%
CC(=O)Nc1ccc(NC(=O)CSc2nc3ccccc3nc2N2CCC(C)CC2)cc1	802	-5%	·	-30%	·	36%	·	3	·	1%
COc1ccc(S(N)(=O)=O)cc1C(=O)NCC(C)(C)N1CCOCC1	797	-2%	·	17%	·	-2%	·	-33	·	-13%
COc1ccccc1NC(=O)C1CCCN(c2cnccn2)C1 (stereo not drawn)	789	0%	·	15%	·	-7%	·	2	·	-8%
O=C(N/N=C/c1cccnc1)c1cc(Br)ccc1O	782	4%	·	-29%	·	6%	·	3	·	-7%
CC1Cc2ccccc2N1C(=O)CSc1nc(-c2ccccc2)cs1 (stereo not drawn)	624	-1%	-2.3%	-9%	9%	-5%	5%	-54	6.1%	-1%
Cc1ccc(C2=NS(=O)(=O)N(C)C(C(=O)N3CCCCC3)=C2)cc1	812	1%	·	6%	·	6%	·	39	·	-4%

smiles	Hep lipid drop cells 6.5 µM	SIAH1 antagonists	XIAP antagonists	HEK293 NOD2/NF-kB	P. falciparum M17LAP	AID2073	P. falciparum M1AAP	Hep lipid drop	ER stress rescue	LYP inhibition
COc1ccc(C2=C(O)C(C)N(c3ccccc3)C2=N)cc1OC (stereo not drawn)	·	-5%	-3.1%	0%	-8%	-3%	1%	·	-1.1%	-4%
Cc1[nH]c2ccccc2c1C(=O)COC(=O)Cn1cnc2ccccc21	702	2%	-4.8%	7%	4%	14%	6%	5	0.5%	-3%
COc1cc(C(c2sc3nc(C)nn3c2O)N2CCc3ccccc3C2)cc(OC)c1OC (stereo not drawn)	698	2%	1.0%	10%	-1%	-4%	2%	-11	0.9%	-2%
CCCc1nc2ccccc2c(=O)n1NC(=O)c1c(O)c2ccccc2[nH]c1=O	692	-7%	-7.7%	13%	-17%	2%	14%	-13	1.0%	9%
COc1cccc(N/C=C(\C#N)c2ccc(OCCCF)cc2)c1	783	6%	-2.2%	-24%	0%	-8%	4%	8	-3.4%	-5%
CN(C)c1cc(-c2ccc([N+](=O)[O-])cc2)oc(=O)c1Cl	766	2%	·	-17%	1%	22%	2%	6	·	-6%
CCc1ccc2oc(-c3ccc(OC)cc3)cc(=Nc3c(C)n(C)n(-c4ccccc4)c3=O)c2c1	648	4%	3.1%	-93%	-13%	16%	22%	-20	2.2%	-21%
COc1cc(NS(=O)(=O)c2ccc(NC(=S)NC(=O)C(C)(C)C)cc2)nc(OC)n1	777	0%	-5.1%	12%	21%	7%	5%	9	-1.2%	-8%
CN(C)c1ccc(C(c2nnnn2C(C)(C)C)N2CCc3ccccc3C2)cc1 (stereo not drawn)	·	1%	-3.0%	4%	4%	1%	9%	·	-2.2%	0%
Cc1ccc(N(CC(=O)NCc2ccco2)S(=O)(=O)c2ccccc2)cc1	·	-4%	-7.0%	-12%	2%	-2%	-4%	·	-0.8%	0%

# Looked up above.
# Value for `COC(=O)c1c(N)sc2c1CC(C)(C)OC2` in HEK293 NOD2/NF-kB: -1%
# Value for `CC(=O)N1CCN(CC(=O)Nc2c(Cl)cc(Cl)cc2Cl)CC1` in P. falciparum M17LAP: 11%

# Continued:
smiles	Hep lipid drop cells 6.5 µM	SIAH1 antagonists	XIAP antagonists	HEK293 NOD2/NF-kB	P. falciparum M17LAP	AID2073	P. falciparum M1AAP	Hep lipid drop	ER stress rescue	LYP inhibition
O=C(O)c1ccc(N2C(=O)Nc3ccccc3N2O)cc1	700	-5%	-1.4%	11%	0%	-3%	2%	-1	-6.3%	-3%
COc1cccc(C(=O)NCc2nnc(SCC(=O)Nc3nccs3)n2-c2ccccc2)c1	681	-2%	-10%	6%	9%	-2%	10%	-22	2.6%	-6%
CC1(c2cccc(Br)c2)NC(=O)N(CC(=O)Nc2cccnc2Cl)C1=O (stereo not drawn)	821	-2%	·	-2%	·	9%	·	-1	·	-8%
CC(=O)NC(=S)Nc1ccc(NC(=O)COc2ccc(Cl)cc2)cc1	730	1%	-5.4%	8%	7%	4%	13%	15	1.0%	-4%
C=CCOC(=O)C1=C(C)NC(SCC(=O)Nc2nccs2)=C(C#N)C1c1ccc(Cl)cc1 (stereo not drawn)	·	7%	-20%	5%	3%	-18%	-2%	·	2.4%	8%
O=C(CSc1ccc(F)cc1)Nc1ccc2c(c1)C(=O)NC2=O	780	2%	·	-11%	·	1%	·	9	·	-12%
Cc1nnc(SCc2c(Cl)cccc2[N+](=O)[O-])s1	693	6%	-6.7%	24%	2%	4%	-1%	3	-0.9%	-2%
COc1ccc(CCNC(=O)Nc2ccccc2[N+](=O)[O-])cc1	643	-3%	-9.3%	-54%	18%	-3%	0%	-3	-0.4%	2%
CCS(=O)(=O)c1ccc(O)c(NC(=O)Nc2cccc3ccccc23)c1	656	-2%	·	-23%	7%	-3%	9%	11	·	-5%
CC(=O)ON1C(C)(C)Cc2noc(N)c2C1(C)C	·	-3%	-2.4%	7%	-1%	10%	6%	·	-1.7%	-3%
Cc1nc(N)sc1C(=O)N/N=C/c1cccnc1	690	1%	-1.9%	5%	32%	-7%	5%	0	-1.2%	4%

# These rows are one share of the data (hit frequency here may not be typical).
